LmPK inh – inhibitors of Leishmania mexicana pyruvate kinase | Potency, µM (top dose mostly 57.5 µM), inactives show at the highest dose activity change, negative = inhibition, actives largely listed as inhibitors | purified LmPK, Kinase-Glo ATP luminescence, 1 h | 290,000 compounds, 0.37% hits | AID 1721 | Q27686; also: potency is read from the fitted curve at half-maximal effect; % is scaled to controls: 0 for no effect and ±100 for the full control effect
Target sequence (Q27686 whole entry, looked up): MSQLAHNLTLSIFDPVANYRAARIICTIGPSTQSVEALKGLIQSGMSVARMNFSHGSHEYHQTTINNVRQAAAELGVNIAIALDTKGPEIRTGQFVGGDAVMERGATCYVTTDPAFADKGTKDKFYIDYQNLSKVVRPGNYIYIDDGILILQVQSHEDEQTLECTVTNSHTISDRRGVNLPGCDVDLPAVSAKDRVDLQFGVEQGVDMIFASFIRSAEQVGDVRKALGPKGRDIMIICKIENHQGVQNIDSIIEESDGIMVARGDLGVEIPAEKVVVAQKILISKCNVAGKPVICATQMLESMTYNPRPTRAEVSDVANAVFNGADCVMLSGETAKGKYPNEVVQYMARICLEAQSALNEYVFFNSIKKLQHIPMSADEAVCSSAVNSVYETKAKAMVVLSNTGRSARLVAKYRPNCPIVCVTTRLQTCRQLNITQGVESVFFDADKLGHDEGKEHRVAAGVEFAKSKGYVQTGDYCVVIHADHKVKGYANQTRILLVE
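In 50 mM imidazole pH 7.2 with 7 mM MgCl2, LmPK (0.1 nM) turned over PEP (0.5 mM) and ADP (0.1 mM) for 1 h at room temperature. Luciferase read-out of ATP.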
Pf growth 96h – P. falciparum growth inhibition at 96 hours. P. falciparum luciferase reporter growth, 96 h. Potency, µM (highest dose often 28.7 µM), for inactives: at the highest dose activity change, negative = inhibition, usual class: inhibitors. 320,000 compounds, 6.9% hits. AID 504834; also: potency is read from the fitted curve at half-maximal effect; % is scaled to controls: 0 for no effect and ±100 for the full control effect
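Cell-based qHTS: luciferase-tagged P. falciparum in erythrocytes (2% hematocrit, 0.05% parasitemia final) incubated with compounds for 96 hours, 37 C, 5% CO2; luciferase detection reagent then added and luminescence measured.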
HCV inh – blocks hepatitis C virus; Huh7.5.1 HCVcc-Cre infection, luciferase reporter, 44 h; Potency, µM (top dose mostly 41.8 µM), inactives show at the top dose activity change, negative = inhibition, most hits filed as inhibitors; 340,000 compounds, 3.4% hits; also: potency is read from the fitted curve at half-maximal effect; % is scaled to controls: 0 for no effect and ±100 for the full control effect
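Whole-lifecycle infectious HCVcc-Cre system; cells 1,000/well, compound then virus (~0.5 moi) added 4 h after plating, 44 h culture. Luciferase read 15 sec following 15 min substrate incubation, room temp.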
CHX counter – counter-screen hit for Shiga toxin inhibitors, cycloheximide; cell reporter, cycloheximide protein synthesis inhibition counterscreen; AID 2314; max response, %; 300,000 compounds, 12% hits; in the data active = max response mostly above about 13%, no sharp cut-off; inactive = mostly below about 14%; also: read at 38.3 µM for the half of the compounds with a filed dose; 0% is about no effect
Pf growth 48h – P. falciparum growth inhibition at 48 hours (one generation); P. falciparum luciferase growth in erythrocytes, 48 h; 310,000 compounds, 5.9% hits; Potency, µM (titrated, usually from 28.7 µM), for the others: top-dose activity change, negative = inhibition, most hits filed as inhibitors; also: potency is read from the fitted curve at half-maximal effect; % is scaled to controls: 0 for no effect and ±100 for the full control effect
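A one-generation exposure of luciferase-tagged malaria parasites in RPMI 1640/Albumax erythrocyte culture, 37 C and 5% CO2. Inhibition is inferred from decreased luminescence after adding detection reagent.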
TbPYK inhibitor – inhibitors of Trypanosoma brucei pyruvate kinase; Q57TT1; TbPYK enzyme, Kinase-Glo Plus ATP luminescence, 45 min; Potency, µM (highest dose often 76.8 µM), inactives show at the top dose activity, negative = inhibition, actives largely listed as inhibitors; 410,000 compounds, 0.12% hits; also: potency is read from the fitted curve at half-maximal effect; % is scaled to controls: 0 for no effect and ±100 for the full control effect; nearly all actives have a fitted effect of over 50% in size
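In this concentration-response screen, enzyme-free wells defined baseline while DMSO plates tracked drift. Each reaction combined TbPYK, substrate, compound and 130 uM ADP for 45 min at room temperature. Kinase-Glo Plus luminescence gave the signal.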
Shiga inhibitor – Shiga toxin inhibition; Vero cells, Shiga toxin protein synthesis inhibition reporter; inhibition, % at 38.7 µM; 290,000 compounds, 9.2% hits; AID 2315; in the data active = inhibition mostly above about 28%, no sharp cut-off; inactive = mostly below about 43%; also: 0% is about no effect
* hit, by the source's call; u = inconclusive; x = not tested or not shown; & = joins results of further samples; [ ] = another dose, or the depositor's remark. Unless noted, calls follow the shape of the dose curve; as a rule, active = well fitted curve in the direction sought with a large enough effect; inconclusive = small, poorly fitted or top-dose-only effect, or another doubt; inactive = no such curve, though single readings can be large; an effect the other way counts as inactive or inconclusive.

Fields: LmPK inh, Pf growth 96h, HCV inh, CHX counter, Pf growth 48h, TbPYK inhibitor, Shiga inhibitor
- COc1cccc(CNC(=O)CCC2CCCN(C(=O)c3cc(C)[nH]n3)C2)c1 (configuration not stated)
→ 3%, 0%, 8%, 11, 0%, 1%, 17
- O=C(N=C1N=C2C=CC(Br)=CN2Cc2ccccc21)c1ccc([N+](=O)[O-])cc1[N+](=O)[O-]
→ u, -100%, -22%, 40*, u, -11%, 61*
- COCCNC(=O)COCc1cc(-c2ccc3c(c2)OCO3)on1
→ 2%, 4%, 9%, 13, 17%, -1%, 35
- O=C1C2C3CCC(C3)C2C(=O)N1c1ccc(OS(=O)(=O)c2ccccc2)cc1 (configuration not stated)
→ 1%, 2%, -27%, 33*, 70%[activator], 1%, 78*
- N/C(Cc1ccc([N+](=O)[O-])cc1)=N\OC(=O)c1ccco1
→ 3%, 19%, 12%, 35*, 41%[activator], -2%, 35*
- CCOC(=O)C1(Cc2ccc(Cl)cc2)CCN(C(=O)C2=NNC(=O)CC2)CC1
→ 7%, 20%, 10%, 10*, 72%[activator], 1%, -6
- COc1cccc(NC(=O)Nc2nnc(Cc3ccc(OC)c(OC)c3)s2)c1
→ -1%, 6%, u, -3, -19%, 2%, -6
- O=c1[nH]cc(I)cc1I
→ 0%, 4%, 7%, -2, 11%, 0%, -4
- O=C(CSc1cccc[n+]1[O-])NCCCc1ccccc1
→ -1%, 23%, 5%, 10, -1%, 2%, -5
- O=C(Oc1ccc(C(=S)N2CCOCC2)cc1)c1cc([N+](=O)[O-])cc([N+](=O)[O-])c1
→ 3%, 14%, 1%, -2, x, -5%, -4
- Cc1cccc(C)c1OC(=O)CSc1nnc(-c2ccccc2O)o1
→ 5%, 30%[activator], 6%, 11, x, 0%, -13
- CCC(C)NC(=O)C1(C)CCC(=O)N1CCc1ccc(OC)c(OC)c1 (configuration not stated)
→ -6%, 47%[activator], -12%, -1, 5%, -7%, 15
- Cc1c(NS(=O)(=O)c2cccc(C(=O)O)c2)c(=O)n(-c2ccccc2)n1C
→ -4%, 37%[activator], -4%, -3, -5%, 9%&2%, -4
- CCCOc1ccc(-c2nc(C#N)c(N3CCN(C)CC3)o2)cc1
→ 0%, u, u, -1, -14%, -1%, 74
- O=C(CCSCCc1ccccn1)Nc1ccc(Cc2ccncc2)cc1
→ 0%[11.5 µM], 12µM*, 15%, 0, u, 6%, -6
- O=S(=O)(NC1CCCC1)c1ccc(S(=O)(=O)N2CCCN(Cc3ccccc3)C2)cc1
→ 4%, x, u, -5, u, -5%, 2
- COc1ccc(S(=O)(=O)NCCc2cn3cccc(C)c3n2)cc1OC
→ 4%, 2%, u, -3, -1%, 3%, 2
- Cc1ccc(S(=O)(=O)NCCCCCC(=O)Nc2ccccn2)cc1
→ 8%, x, 6%, -1, 5%, 0%, -13
- CCc1c(C)nc(N2CCN(Cc3ccccc3)CC2)[nH]c1=O
→ -9%, -10%, 3%, 2, 5%, -3%, 5
- C=CCC1CCC/C(=N\NS(=O)(=O)c2ccc(C)cc2)C1 (configuration not stated)
→ -8%, 15%, 18%, -2, 0%, -15%, -29
- O=C1CN(C(=O)CSc2nncn2-c2ccccc2)c2ccccc2N1
→ 3%, -3%, -4%, -3, 5%, 3%, 12
- COc1ccccc1CNC(=O)C(=O)NCC1CCCN1S(=O)(=O)c1cccs1 (configuration not stated)
→ x, 0%, 24%, x, 12µM*, -21%, x
- Cc1ccc(S(=O)(=O)N(C)CC(=O)OCC(=O)NC(c2ccccc2)c2ccccc2)cc1
→ 2%, -15%, 1%, -2, 0%, 1%, 18
- COC(=O)CSc1nnc(CNC(=O)c2cccs2)n1-c1cccc(C)c1
→ 1%, 85%[activator], 21%, -4, -5%, 0%, -4
- CCC1CCCCN1CCCNC(=O)c1ccc2c(c1)c(C)c(C)n2CC (configuration not stated)
→ 2%, 0%, -13%, -5, u, -5%, -8
- CCOC(=O)CNC(=O)c1ccc(Br)s1
→ 3%, 38%[activator], 11%, 2, -6%, 8%, 1
- CC1CC(C)CN(C(=O)COC(=O)/C=C/c2cccc([N+](=O)[O-])c2)C1 (configuration not stated)
→ x, 41%[activator], 11%, x, 1%, 3%, x
- CN1CCN(C2Cc3ccccc3Sc3ccc(Cl)cc32)CC1 (configuration not stated)
→ x, 17µM*, u, x, 13µM*, 1%&-6%, x
- COc1ccc(CNC(=O)C(c2ccco2)N(C(=O)c2csnn2)c2cccc(C)c2C)cc1 (configuration not stated)
→ 1%, u, -1%, -1, u, -2%, 3
- CCNC(=S)N1CC(C)OC(C)C1 (configuration not stated)
→ 0%, -1%, 3%, -1, 4%, 0%, 11

4 entries drawn at random from the list so far, as already listed:
Fields: LmPK inh, Pf growth 96h, HCV inh, CHX counter, Pf growth 48h, TbPYK inhibitor, Shiga inhibitor
- N/C(Cc1ccc([N+](=O)[O-])cc1)=N\OC(=O)c1ccco1
→ 3%, 19%, 12%, 35*, 41%[activator], -2%, 35*
- O=C(Oc1ccc(C(=S)N2CCOCC2)cc1)c1cc([N+](=O)[O-])cc([N+](=O)[O-])c1
→ 3%, 14%, 1%, -2, x, -5%, -4
- CCCOc1ccc(-c2nc(C#N)c(N3CCN(C)CC3)o2)cc1
→ 0%, u, u, -1, -14%, -1%, 74
- CC1CC(C)CN(C(=O)COC(=O)/C=C/c2cccc([N+](=O)[O-])c2)C1 (configuration not stated)
→ x, 41%[activator], 11%, x, 1%, 3%, x

The listing picks up with the three entries that preceded the break.
Fields: LmPK inh, Pf growth 96h, HCV inh, CHX counter, Pf growth 48h, TbPYK inhibitor, Shiga inhibitor
- CN1CCN(C2Cc3ccccc3Sc3ccc(Cl)cc32)CC1 (configuration not stated)
→ x, 17µM*, u, x, 13µM*, 1%&-6%, x
- COc1ccc(CNC(=O)C(c2ccco2)N(C(=O)c2csnn2)c2cccc(C)c2C)cc1 (configuration not stated)
→ 1%, u, -1%, -1, u, -2%, 3
- CCNC(=S)N1CC(C)OC(C)C1 (configuration not stated)
→ 0%, -1%, 3%, -1, 4%, 0%, 11
- CCCOc1ccc(N2C(=O)C3C(C(C)C)NC4(C(=O)c5ccccc5C4=O)C3C2=O)cc1 (configuration not stated)
→ 3%, 13%, 2%, -3, x, 0%, -6
- CN(C)S(=O)(=O)c1ccc2oc(SCC(=O)Nc3ccccc3F)nc2c1
→ 3%, x, 10%, 40*, 211%[activator], -5%, 113*
- O=C(O)c1ccc(COc2cccc(CO)c2)cc1
→ -26%, 3%, 8%, 8, 1%, u, 59
- CSc1ccc(Cn2nnc(C(=O)Nc3ccc(C)c(C)c3)c2N)cc1
→ 2%, u, 12%, -2, x, -1%, -8
- COc1ccc(OC)c(NC(=O)C2CC(=O)n3ncnc3N2)c1 (configuration not stated)
→ 1%, 23%, 18%, 2, -11%, 3%, 10
- COc1ccc(CC(=O)Nc2ccc(S(=O)(=O)N3CCN(C)CC3)cc2)cc1
→ x, u, 14%, x, -11%, -9%, x
- CN(Cc1cn(C)nc1-c1ccccc1F)CC1CCCCO1 (configuration not stated)
→ 0%, u, 16%, -1, 35%[activator], -16%, -4
- COc1ccc(CNC(=O)CN(c2ccc(OC)cc2)S(=O)(=O)c2c(C)[nH]c(=O)[nH]c2=O)cc1
→ -3%, u, 20%, -2, 18%, 0%&16%, -3
- CCc1ccccc1S(=O)(=O)c1c(C)cc(C)nc1Cl
→ 2%, -8%, -3%, -2, -5%, 4%, -6
- CCSc1nc(C)cc(C)c1S(=O)(=O)c1ccccc1C
→ -5%, u, u, -2, u, -2%, 13
- O=C(CCn1cnc2ccccc2c1=O)Nc1nc2c(s1)CCCC2
→ 4%, x, 21%, -4, 1%, 3%, -13
- COc1ccc(C(=O)CCC(=O)N2CCN(c3cc(C)ccc3C)CC2)cc1
→ 2%, 27%, 10µM*, -2, 10%, -3%, -2
- CN1CCN(C(=O)CC2(CC(=O)O)CCCC2)CC1
→ 4%, 6%, 12%, 4, -4%, -16%, 3
- CCOC(=O)c1cc(NC(=O)Nc2ccccc2OC)c(C)nc1C
→ 4%, x, 3%, 1, -3%, 11%, -4
- CC1=CN2C(=N)/C(=C/c3ccc([N+](=O)[O-])o3)C(=O)N=C2S1
→ -2%, -27%, 11%, 13, 14%, -30%, 18
- CCOC(=O)N1CCC(N(CCOC)C(=O)Nc2ccc(Cl)cc2)CC1
→ 5%, x, u, 8, -27%, 4%, 10
- COc1ccc(C2C(C#N)=C(N)N(c3ccccc3C#N)C3=C2C(=O)CCC3)cc1CN1CCCC1 (configuration not stated)
→ 1%, u, 1%, -4, -24%, -4%, -4
- Cc1ccc(S(=O)(=O)NC2CC(C)(C)NC(C)(C)C2)c(C)c1C
→ 1%, -28%, u, -3, -9%, 0%, x
- CSCCNC(=O)c1ccc(OC2CCN(CCc3ccccc3)CC2)cc1
→ 1%, u, -3%, 15*, u, 1%, 27
- Cc1cc2c(cc1C)C(c1cc(Br)ccc1F)CC(=O)N2 (configuration not stated)
→ 2%, u, u, -3, -6%, 8%, 14
- O=C(NC(c1ccccc1)c1ccccc1)c1ccc(S(=O)(=O)C(F)F)cc1
→ 1%, -5%, 3%, -8, u, -1%, -22
- FC(F)(F)c1cnc(Sc2nc3nccc(-c4ccc(Cl)cc4)n3n2)c(Cl)c1
→ 7%, 0%, u, 1, u, -2%, -14
- CCOc1ccc(C(=O)NCCN(C)C)cc1
→ -1%, x, 1%, 3, -6%, -22%, 44
- O=C(Nc1ccccc1)Nc1n[nH]c2nnc(-c3ccccc3)c(-c3ccccc3)c12
→ -7%, u, 14µM*, 1, u, 0%, 2
- Cc1cc(=O)[nH]c(CCl)n1
→ -1%, u, -11%, 6, u, 3%, 10
- O=C(CN1C(=O)NC2(CCCC2)C1=O)N1CCN(S(=O)(=O)c2cccc(C(F)(F)F)c2)CC1
→ x, -19%, 2%, x, -17%, -5%, x
- CN1CCCC(OC(=O)c2ccc(C#N)cc2)C1 (configuration not stated)
→ -9%, 27%, 23%, 1, 2%, 1%, 1
- O=C(NCCc1ccccc1)C(=O)NN=C1CCCC1
→ 0%, 0%, 8%, -2, 3%, 0%, -8
- CN1C(=O)CSC1=Nc1ccc(Br)cc1
→ -5%, u, 10%, 0, -3%, -4%, 4
- N#Cc1ccccc1COC(=O)c1ccc2c(c1)OCO2
→ x, 134%[activator], 7%, x, 197%[activator], -8%, x
- O=C(NCCO)c1cc2ccccc2c(=O)s1
→ 2%, 7%, -1%, 8, 45%[activator], -1%, 40
- Cc1ccc(/C=N/NS(=O)(=O)c2ccc([N+](=O)[O-])cc2)o1
→ -4%, u, 7%, -2, 9%, -17%, 18
- O=C(CN1CCN(C(=O)c2ccccc2)CC1)Nc1ncc(Br)cc1Br
→ 0%, 8%, 2%, -1, -3%, -4%, 7

Quoted from the listing:
LmPK inh with `O=C(NCCO)c1cc2ccccc2c(=O)s1` is entered as 2%
HCV inh with `O=C(Nc1ccccc1)Nc1n[nH]c2nnc(-c3ccccc3)c(-c3ccccc3)c12` is entered as 14µM*
CHX counter with `CN1CCCC(OC(=O)c2ccc(C#N)cc2)C1` (configuration not stated) is entered as 1
Shiga inhibitor with `FC(F)(F)c1cnc(Sc2nc3nccc(-c4ccc(Cl)cc4)n3n2)c(Cl)c1` is entered as -14
Pf growth 48h with `N#Cc1ccccc1COC(=O)c1ccc2c(c1)OCO2` is entered as 197%[activator]
